Thrombin inh: inhibitors of human thrombin; P00734; alpha-thrombin, Boc-VPR-AMC fluorogenic substrate cleavage; inhibition, % at 5 µM; 0.26% of 220,000 active;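 active = inhibition at or above 40%; inactive = inhibition below 40%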;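 note: 0% = enzyme with no compound and 100% = wells without enzyme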
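signal = AMC fluorescence, 355/460 nm | material = human alpha-thrombin enzyme | control set = enzyme without compound as high, wells lacking enzyme as low | times = reaction at room temperature | read-out basis = percent inhibition scaled between no-compound controls and no-enzyme blanks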
TRPN1 ag: zebrafish TRPN1 (NompC) channel agonism; HEK293 zebrafish TRPN1-YFP, Fluo-8 calcium fluorescence; 100% = response to 87 µM carbachol; activation, % at 3 µM; 0.18% of 220,000 active;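 active = activation above its plate's cutoff, the mean activation of test wells on that plate plus 3 SD, cut at about 19% in these data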;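 note: 0% = DMSO alone and 100% = 87 µM carbachol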
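Material – zebrafish TRPN1-YFP in HEK293 cells · Doses – 3 µM single point · Schedule – dye 1 h 37 °C plus 30 min RT · Signal – Fluo-8 calcium fluorescence, excitation 470-495 nm, emission 515-575 nm · Read-out – % activation versus carbachol response · Control set – carbachol high, DMSO low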
Furin inhibitor: human furin inhibition. P09958. purified furin, fluorogenic substrate cleavage. inhibition, % at 30 µM. 0.061% of 220,000 active. AID 463115; in the data active = inhibition above about 25%; note: inactives centre near -15
EBV gp42 block: blocks Epstein-Barr virus glycoprotein 42 binding; Q1HVG2; Fluorescence polarization binding assay, mP read-out; inhibition, % (tested at 21.74 µM); 0.42% of 220,000 active; AID 1085; in the data active = inhibition above about 50%
Target sequence (Q1HVG2 whole entry, looked up): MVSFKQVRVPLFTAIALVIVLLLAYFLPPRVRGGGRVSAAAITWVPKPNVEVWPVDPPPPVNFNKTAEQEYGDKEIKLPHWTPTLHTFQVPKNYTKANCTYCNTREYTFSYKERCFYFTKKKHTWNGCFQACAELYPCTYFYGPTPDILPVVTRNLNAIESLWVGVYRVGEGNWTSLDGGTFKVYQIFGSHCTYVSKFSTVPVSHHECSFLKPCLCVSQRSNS
Calpain2 inh: calpain II (pig) inhibition; inhibition, % at 16 µM; AID 1236; 0.37% of 220,000 active; purified calpain II, fluorogenic peptide substrate, 30 min;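 active = inhibition above about 50%, limit read from the data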
KCC2 mod: modulators of human KCC2 chloride dependent transport; KCC2 cells, thallium flux FluoZin-2 fluorescence; B-score of Tl+ flux slope (higher = more flux/activation; lower = inhibition) at 10 µM; 2.2% of 190,000 active; AID 1456;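 active = thallium flux slope and its plate-corrected score both differing from the plate sample mean at a set confidence after two filtering rounds, in either direction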;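 note: slope of fluorescence scaled to starting intensity during 10 to 20 s after thallium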
PPC-1+TRAIL kill: kills PPC-1 cancer cells in the presence of TRAIL; PPC-1 cells + TRAIL, ATPLite viability luminescence; cell killing (% activity), % at 4 µM; 0.41% of 220,000 active;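 active = cell killing above 50% in the first pass at 4 µM, then a duplicate retest at 5 µM averaging 50% or more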;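 note: plate controls were cells with TRAIL plus DMSO for no effect and medium-only wells lacking cells for full effect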
Tb hexokinase: blocks Trypanosoma brucei hexokinase 1 activity; 0.11% of 220,000 active; inhibition, % at 10 µM; recombinant TbHK1, G6PDH-coupled NADH A340; AID 1430;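 active = inhibition of 50% or more in the single-dose primary screen; inactive = inhibition below 50%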
TRPML3 ag: agonists of human TRPML3 channel; Q8TDD5; 0.29% of 220,000 active; AID 1448; activation, % at 3 µM; HEK293 TRPML3-YFP, Fluo-8 calcium fluorescence; 100% = the carbachol control signal;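 active = activation above its plate's cutoff, the mean activation of the plate's test wells plus 3 SD, cut at about 12% in these data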;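 note: 0% = DMSO only wells and 100% = carbachol wells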
Target sequence (Q8TDD5 whole entry, looked up): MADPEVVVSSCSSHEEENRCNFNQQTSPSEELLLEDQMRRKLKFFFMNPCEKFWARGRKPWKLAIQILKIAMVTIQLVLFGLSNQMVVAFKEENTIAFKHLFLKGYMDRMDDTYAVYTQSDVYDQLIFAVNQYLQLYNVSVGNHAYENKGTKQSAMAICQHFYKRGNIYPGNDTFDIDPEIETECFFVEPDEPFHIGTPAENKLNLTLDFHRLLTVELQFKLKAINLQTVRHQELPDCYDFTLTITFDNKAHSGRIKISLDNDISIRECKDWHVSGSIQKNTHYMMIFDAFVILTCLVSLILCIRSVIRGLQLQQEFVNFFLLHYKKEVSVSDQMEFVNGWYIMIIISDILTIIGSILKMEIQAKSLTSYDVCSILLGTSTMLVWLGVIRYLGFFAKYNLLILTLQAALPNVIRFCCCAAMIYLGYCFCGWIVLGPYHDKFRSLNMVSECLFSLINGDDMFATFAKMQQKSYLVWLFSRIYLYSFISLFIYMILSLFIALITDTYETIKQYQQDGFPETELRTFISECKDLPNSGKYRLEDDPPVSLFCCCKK
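Test system: HEK293 cells stably carrying human TRPML3-YFP; Doses: single dose, 3 µM final nominal compound, 0.3% DMSO final; Schedule: dye loading 1 h 37 °C then 30 min ambient, 125 s read; Technique: Fluo-8 calcium fluorescence; Benchmarks: high control carbachol 87 µM, low control DMSO.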
* hit, by the source's call; x = not tested or not shown; [ ] = another dose, or the depositor's remark.

SMILES | Thrombin inh | TRPN1 ag | Furin inhibitor | EBV gp42 block | Calpain2 inh | KCC2 mod | PPC-1+TRAIL kill | Tb hexokinase | TRPML3 ag
CCCOc1ccc(C(O)CCNC(CC(=O)O)c2ccccc2)cc1 (stereo not drawn) | -2.4 | 1.4 | -32.9 | -14.5 | -3.8 | 1.03 | 2.5 | 2.8 | 0.6
O=C(COc1ccccc1)c1cn(CC(=O)N2CCCC2)c2ccccc12 | 14.1 | 1.3 | -3.7 | 10.2 | 22.1 | -0.0218 | 6.4 | 0.0 | 0.2
BrC(/C=N/N1CCN(Cc2ccccc2)CC1)=C/c1ccccc1 | 1.6 | 1.0 | -13.0 | -8.1 | 36.7 | -0.906 | 12.6 | -17.7 | -0.1
O=C(O)c1ccc(-c2nc(-c3ccc(Cl)c(Cl)c3)cs2)cc1 | -8.5 | 3.1 | -31.3 | -8.6 | 0.4 | -2.35 | -17.5 | -1.7 | 0.7
O=C(CN1CCCC1)N1c2ccccc2Sc2ccc(C(F)(F)F)cc21 | 2.2 | -0.2 | -9.9[20 µM] | -28.3 | -7.8 | 0.777 | 16.8 | 14.4 | 0.5
Cc1nn(C)c(C)c1S(=O)(=O)N1CCCC(C(=O)N2CCN(c3ccccc3)CC2)C1 (stereo not drawn) | -3.8 | 3.0 | -3.8 | 1.9 | 5.0 | 0.37 | 12.0 | -14.5 | 0.6
CN(C(=O)COC(=O)/C=C/c1cccc([N+](=O)[O-])c1)C1CCS(=O)(=O)C1 (stereo not drawn) | -2.1 | -1.1 | -18.5 | -18.8 | 2.8 | 0.186 | 29.4 | -6.3 | 0.4
CNC(=S)N/N=C(\C)c1ccc2c(c1)OCCO2 | -1.1 | -1.5 | -31.0 | -17.3 | 5.8 | -0.00792 | 16.5 | -14.5 | -0.1
COc1ccc(-n2nc3c(c2NC(=O)c2c(-c4ccccc4Cl)noc2C)CS(=O)(=O)C3)cc1 | 3.0 | 0.1 | -18.3 | 1.6 | 2.9 | x | -5.7 | 24.3 | 1.0
COc1cccc(CN(C)CC(=O)Nc2ccccc2C(=O)Nc2ccccc2)c1OC | 4.0 | 0.7 | -24.8 | 3.9 | -25.9 | -0.103 | 7.9 | -8.5 | 0.1
O=C(O)c1ccc(S(=O)(=O)c2ccccc2)cc1 | -6.2 | 2.3 | -16.3[20 µM] | -1.8 | 13.8 | x | 12.6 | -3.7 | -0.4
C=CCNC(=O)c1ccc(Cl)cc1Cl | -2.1 | 2.2 | -16.3[20 µM] | -20.4 | 0.4 | x | 2.1 | -2.6 | 1.1
COc1cc(OC)cc(C(=O)OCc2ccc([N+](=O)[O-])cc2)c1 | 13.2 | -0.9 | -26.4 | -10.2 | -8.8 | 1.1 | -12.3 | -4.9 | -0.3
COc1ccc(C(=O)NC(=S)N2CCCc3ccccc32)cc1OC | -6.9 | -0.3 | 2.2 | -9.6 | 33.8 | 5.27* | 2.4 | -11.9 | 0.0
N#CC1=C(N)Oc2ccc3ccccc3c2C1c1cccnc1 (stereo not drawn) | 0.6 | -2.3 | -19.1 | -10.5 | 16.8 | -1.24 | 7.3 | 1.5 | -0.8
CCOC(=O)C1CC2CC(C1)CN(C(=O)C1CCCCC1)C2 (stereo not drawn) | -2.9 | -0.6 | -8.3 | 1.8 | 8.6 | 0.366 | -14.5 | 7.9 | -0.2
O=C(CCC(=O)N1CCN(S(=O)(=O)c2ccc(Cl)cc2)CC1)Nc1cccc(Br)c1 | 1.5 | 0.5 | -24.1 | 2.0 | 83.2* | 0.00892 | 6.8 | -5.7 | 0.7
COc1cc(/C=C/C(=O)O)ccc1S(=O)(=O)N1CCCc2ccccc21 | -25.1 | 0.4 | -1.3 | -1.2 | -18.7 | 1.22 | -6.7 | -3.5 | 0.7
NCCNc1ccc([N+](=O)[O-])c(NC2CC2)c1 | -3.7 | 0.0 | -7.8 | -14.8 | 9.8 | 0.164 | 7.2 | -1.2 | -0.1
Cc1cc(C)c2nc(-c3ccccn3)cc(C(=O)NCc3ccc(S(N)(=O)=O)cc3)c2c1 | -0.1 | -0.4 | -22.2 | 1.2 | -126.3 | 0.703 | 7.9 | 5.5 | -0.6
O=C(O)CCCC(=O)N1N=C(c2ccccc2)CC1c1ccc2nccnc2c1 (stereo not drawn) | -5.3 | 1.0 | -3.4 | -2.4 | 27.3 | 1.14 | 3.5 | -3.0 | 1.0
CC(C)(CO)NS(=O)(=O)c1ccc2c(c1)C(=O)c1cc(S(=O)(=O)NC(C)(C)CO)ccc1-2 | -0.4 | 2.1 | -14.3 | -5.4 | -15.9 | -0.608 | 22.7 | -7.2 | 0.5
CNc1nc(C23CC4CC(CC(C4)C2)C3)cs1 | 3.1 | -0.4 | -29.2 | -16.1 | 0.8 | 0.702 | 16.7 | -10.2 | 0.0
O=C(Nc1sccc1C(=O)N1CCOCC1)c1cccnc1 | 5.5 | 1.1 | -1.8[20 µM] | -0.7 | -9.6 | 1.64 | 5.1 | -6.9 | 0.3
Cc1ccc(S(=O)(=O)Oc2ccc(C3C4=C(CCCC4=O)OC4=C3C(=O)CCC4)cc2)cc1 | -9.3 | 0.7 | -15.5[20 µM] | -5.8 | -0.5 | 0.411 | -4.7 | 5.3 | 0.6
COc1ccccc1NC(=O)COc1ccc(Br)cc1CNCCCN1CCOCC1 | -2.9 | -0.6 | -22.6 | -10.0 | 0.5 | -0.547 | 30.0 | 8.1 | 1.2
O=C(CSc1nnc(COc2cccc3cccnc23)o1)N1CCc2ccccc21 | 2.6 | 1.1 | -19.2 | -5.8 | -37.4 | x | 15.0 | 3.7 | 0.0
O=C1C(=O)N(CCN2CCOCC2)C(c2cccnc2)/C1=C(/O)c1ccc(Cl)cc1 (stereo not drawn) | -1.2 | 1.9 | 0.4 | 1.0 | 7.1 | 2.14 | 23.1 | -36.6 | 0.4
CC(=O)Nc1ccc(C(=O)N(C)c2ccccc2)cc1 | -3.5 | 0.2 | -16.2[20 µM] | -10.6 | -4.0 | 0.257 | -21.4 | 1.2 | 0.8
CC(C)(C)n1nnnc1C(c1ccncc1)N(Cc1ccccc1)Cc1ccco1 (stereo not drawn) | -5.3 | -1.3 | -22.1[20 µM] | -14.7 | -5.9 | -1.8 | 24.1 | -6.7 | 1.2

Three records drawn at random from those above:
SMILES | Thrombin inh | TRPN1 ag | Furin inhibitor | EBV gp42 block | Calpain2 inh | KCC2 mod | PPC-1+TRAIL kill | Tb hexokinase | TRPML3 ag
COc1ccccc1NC(=O)COc1ccc(Br)cc1CNCCCN1CCOCC1 | -2.9 | -0.6 | -22.6 | -10.0 | 0.5 | -0.547 | 30.0 | 8.1 | 1.2
O=C(O)c1ccc(S(=O)(=O)c2ccccc2)cc1 | -6.2 | 2.3 | -16.3[20 µM] | -1.8 | 13.8 | x | 12.6 | -3.7 | -0.4
O=C(CCC(=O)N1CCN(S(=O)(=O)c2ccc(Cl)cc2)CC1)Nc1cccc(Br)c1 | 1.5 | 0.5 | -24.1 | 2.0 | 83.2* | 0.00892 | 6.8 | -5.7 | 0.7

Later entries
SMILES | Thrombin inh | TRPN1 ag | Furin inhibitor | EBV gp42 block | Calpain2 inh | KCC2 mod | PPC-1+TRAIL kill | Tb hexokinase | TRPML3 ag
CCOC(=O)N1CCC(N2C(=O)c3ccc(C(=O)NCc4ccco4)cc3C2=O)CC1 | -6.6 | 0.6 | -13.0 | -12.5 | 24.0 | -1.56 | 16.7 | 5.9 | 0.1
Cc1cc(Cl)ccc1OCCCC(=O)NCCN1C(=O)S/C(=C\c2cccnc2)C1=O | -3.8 | 2.9 | -8.2 | -13.3 | -13.6 | -0.617 | 17.3 | -20.7 | 0.8
CC1(C)CC(=O)C(N=Nc2cccc([N+](=O)[O-])c2)=C(O)C1 | -15.6 | -0.9 | 3.4 | 2.0 | -12.7 | -0.129 | -3.7 | -42.7 | 0.5
O=C(CNC(=O)c1ccccc1)NCC(=O)OCC(=O)c1ccc(F)cc1 | 16.1 | 2.1 | -6.9 | -12.0 | 17.6 | 0.775 | 22.0 | 1.3 | 0.3
CC(=O)c1cccc(NC(=O)C2CC(=O)N(c3cccc(C)c3C)C2)c1 (stereo not drawn) | -1.6 | 0.5 | -13.4 | -11.8 | -3.5 | 0.716 | -0.8 | 3.7 | 0.7
CCN(CC)CCNC(=O)/C(=C\c1cccn1C)NC(=O)c1cccs1 | 2.8 | -0.1 | 14.8 | -19.1 | 15.4 | 0.261 | -20.7 | -30.2 | 1.4
O=C(NNc1c(Cl)cc(Cl)cc1Cl)c1n[nH]c(=O)c2ccccc12 | 28.2 | -1.4 | -0.6 | -0.8 | 18.4 | 0.676 | 16.6 | -2.7 | 0.0
Cc1ccc(/C=C2\SC(=S)N(CCC(=O)NNS(=O)(=O)c3ccccc3)C2=O)cc1 | 6.1 | 1.3 | -23.2 | -35.3 | -20.9 | -0.993 | 17.9 | -17.6 | 0.5
CCN(CC)C(=O)CSc1nnc(-c2ccco2)n1N | 1.1 | 0.3 | -23.3[20 µM] | -7.2 | -5.7 | 1.24 | 21.0 | 1.5 | 1.0
COc1ccc(S(=O)(=O)NCC(=O)N(CC(=O)NCC2CCCO2)c2ccccc2C)cc1 (stereo not drawn) | -8.2 | 0.5 | -26.9[20 µM] | -9.6 | 1.2 | -0.534 | 7.1 | -10.0 | -0.6
CC1=NN(c2nc(-c3ccccc3)cs2)C(=O)C1 | 5.4 | 0.6 | -16.1 | -8.5 | -43.0 | x | 17.2 | 0.6 | 0.5
COc1ccc(/C=C/C(=O)NCc2cnn(C)c2C)cc1COc1ccc(Br)cc1 | -3.4 | 0.0 | -0.8 | 2.9 | -60.0 | x | 11.2 | -5.9 | -0.4
CCOc1ccccc1CN1CCN(CC2=Cc3cc(OC)ccc3OC2)CC1CCO (stereo not drawn) | -5.6 | 0.5 | -15.5 | -5.2 | 3.3 | -0.261 | -5.1 | -14.1 | 0.9
CCCCn1c(N(CCOC(C)=O)C(C)=O)nc2ccccc21 | 0.1 | 0.7 | -2.9 | -18.1 | 20.0 | 0.0415 | x | 4.5 | -0.9
COC(=O)C1=C(C)C(c2ccc(OC)cc2OC)NC(=O)N1 (stereo not drawn) | 3.0 | -0.7 | -4.0 | -11.2 | 15.1 | -0.199 | 12.6 | 5.6 | 0.5
COc1ccc(OCCSc2nnc(Cc3cccc4ccccc34)n2N)cc1 | 0.4 | -1.8 | -21.3 | -15.0 | 2.4 | -3.25 | 35.1 | 5.3 | 0.0
CCC(C)NC(=O)CSc1ccc(NC(C)=O)cc1 (stereo not drawn) | -0.6 | 0.9 | -17.7[20 µM] | -19.8 | -6.4 | 0.568 | 2.6 | -0.7 | 0.8
O=[N+]([O-])c1ccc(N2CCN(c3ccccc3F)CC2)c(S(=O)(=O)N2CCOCC2)c1 | -16.0 | 1.4 | 1.0 | -35.3 | -23.6 | -0.347 | 6.3 | -13.8 | 1.2
CC1CCN(C(=O)CCCOc2cc(=O)n(C)c3ccccc23)CC1 | 3.3 | 1.1 | -14.2[20 µM] | -1.9 | 14.4 | -1.22 | 23.0 | -1.7 | -1.4
COc1ccc(NC(=O)CC(C)(C)C)c([N+](=O)[O-])c1 | -7.7 | -0.2 | -28.9[20 µM] | -18.8 | -55.3 | x | 21.2 | 5.0 | 0.3
c1ccc(-c2nc3c4ccccc4ccn3c2CN2CCCCC2)cc1 | -1.9 | -2.2 | -16.6 | -2.0 | 0.1 | -0.572 | 5.5 | -7.3 | -0.4
CN1CCN(c2ccc(NC(=O)c3cccc(OCc4ccccc4)c3)cc2)CC1 | -6.5 | -0.5 | -16.4[20 µM] | -17.9 | -15.8 | 0.623 | 31.1 | 4.2 | -0.1

Screening data as filed in PubChem.
